Screens as filed in PubChem.
XBP1 UPR activ – adaptive UPR (XBP1) activation | AID 463104 | hit rate 0.33% among 330,000 | activation, % at 20 µM | CHO-XBP1 luciferase reporter, IRE1-XBP1 UPR activation, luminescence; percent of tunicamycin response, DMSO as zero;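 active = versus positive control, 20 µM dose yields 30% or more activation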;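 note: 100% = tunicamycin at 10 µg/mL and 0% = DMSO only wells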
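Material: CHO-XBP1 cells stably carrying IRE1-XBP1-driven luciferase reporter / Amount: 1000 cells per well / Compound: 20 µM, 1% DMSO / Times: 6 h treatment, 37 °C / Detection: luciferase luminescence / Measure: % activation of reporter signal versus tunicamycin and DMSO controls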
EBI2 antag – blocks human EBI2 receptor beta-arrestin signaling; EBI2 beta-arrestin recruitment, luminescence, 7a,25-OHC stimulated; P32249; hit rate 0.81% among 360,000; inhibition, % at 5 µM; in the data active = inhibition above about 38%;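 note: enzyme fragment complementation signal reports receptor beta-arrestin coupling in cells; 0% = agonist plus DMSO wells and 100% = wells without agonist; some results beyond the cut were filed as inactive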
Target sequence (P32249 whole entry, looked up, the tested form may be a part): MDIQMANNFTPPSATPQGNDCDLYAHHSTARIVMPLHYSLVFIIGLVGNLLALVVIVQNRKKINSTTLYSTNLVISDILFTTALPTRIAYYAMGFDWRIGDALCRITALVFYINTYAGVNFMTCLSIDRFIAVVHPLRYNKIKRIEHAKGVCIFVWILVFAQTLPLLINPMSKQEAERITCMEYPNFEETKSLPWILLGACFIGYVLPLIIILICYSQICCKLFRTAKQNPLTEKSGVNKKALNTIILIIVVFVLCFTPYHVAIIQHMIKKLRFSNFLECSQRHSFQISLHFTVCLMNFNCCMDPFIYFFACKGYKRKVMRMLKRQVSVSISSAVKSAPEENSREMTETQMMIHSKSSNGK
CHOP UPR activ – activators of apoptotic arm of unfolded protein response (CHOP); CHO-CHOP luciferase reporter, UPR activation, luminescence; percent of tunicamycin response over DMSO baseline; activation, % at 10 µM; hit rate 0.34% among 330,000;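 active = at 10 µM dose, activation of 40% or more, normalized to positive control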;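 note: 100% = tunicamycin at 10 µg/mL and 0% = DMSO alone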
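Assay system: CHO-CHOP cells, stable luciferase reporter of PERK-eIF2a-CHOP signalling / Buffer or medium: F12 plus 10% serum / Compound dosing: one dose, 10 µM in 0.5% DMSO / Times: 6 h compound treatment, 37 °C / Technique: luciferase luminescence / Read-out: % reporter activation, DMSO baseline versus tunicamycin full activation / Benchmarks: tunicamycin and DMSO controls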
CCR6 antagonist – blocks CCL20-driven beta-arrestin recruitment at human CCR6. P51684. CHO-K1 CCR6 PathHunter beta-arrestin, luminescence, CCL20-stimulated. inhibition, % at 20 µM. hit rate 0.49% among 340,000. AID 493098;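 active = compounds whose inhibition of the agonist-driven luminescence signal at 20 µM reaches about 50%, limit read from the data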;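 note: cells stimulated with CCL20 at 14 nM final; plate controls were DMSO with CCL20 for no effect and DMSO without agonist for full effect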
Target sequence (P51684 whole entry, looked up): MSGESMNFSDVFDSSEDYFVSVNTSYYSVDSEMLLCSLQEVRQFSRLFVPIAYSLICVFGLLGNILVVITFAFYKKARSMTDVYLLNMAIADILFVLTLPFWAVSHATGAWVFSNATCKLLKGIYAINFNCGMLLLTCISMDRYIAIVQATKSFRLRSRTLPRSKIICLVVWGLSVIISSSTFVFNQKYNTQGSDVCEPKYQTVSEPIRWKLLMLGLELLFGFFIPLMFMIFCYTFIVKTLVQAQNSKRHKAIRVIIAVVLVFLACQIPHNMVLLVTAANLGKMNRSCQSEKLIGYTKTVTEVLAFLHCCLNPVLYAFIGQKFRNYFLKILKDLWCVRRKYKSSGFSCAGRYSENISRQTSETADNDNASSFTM
APJ antag – blocks the human apelin receptor APJ; AID 2521; inhibition, % at 20 µM; P35414; hit rate 0.32% among 330,000; CHO-K1 APJ beta-arrestin complementation, luminescence;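 active = inhibition above about 40% at 20 µM, limit read from the data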;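 note: cells challenged with 10 nM apelin-13 agonist together with compound; plate controls were apelin-13 plus DMSO wells for no effect and DMSO wells lacking apelin-13 for full effect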
CXCR6 inh – CXCR6 (human) receptor inhibition. O00574. CHO-K1 PathHunter CXCR6 beta-arrestin, luminescence. inhibition, % at 20 µM. hit rate 0.36% among 360,000; in the data active = inhibition above about 34%, passing the limit was not always enough;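 note: antagonist mode with CXCL16 agonist at 10 nM final; 0% = 10 nM CXCL16 with DMSO and 100% = unstimulated wells without agonist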
Target sequence (O00574 whole entry, looked up): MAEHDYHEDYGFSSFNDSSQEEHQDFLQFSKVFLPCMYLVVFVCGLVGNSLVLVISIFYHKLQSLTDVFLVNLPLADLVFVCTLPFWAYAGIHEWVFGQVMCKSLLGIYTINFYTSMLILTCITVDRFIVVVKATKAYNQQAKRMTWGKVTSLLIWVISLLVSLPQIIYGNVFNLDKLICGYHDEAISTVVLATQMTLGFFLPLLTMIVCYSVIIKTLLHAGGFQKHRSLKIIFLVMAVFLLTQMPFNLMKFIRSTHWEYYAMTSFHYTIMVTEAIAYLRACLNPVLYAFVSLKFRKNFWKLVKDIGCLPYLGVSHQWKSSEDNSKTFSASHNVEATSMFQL
APJ ag – APJ receptor agonism; P35414; CHO-K1 APJ PathHunter beta-arrestin, luminescence; 0% DMSO wells, 100% apelin; activation, % at 20 µM; hit rate 0.11% among 330,000; AID 2520;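 active = activation more than six SD over the plate average, tested at 20 µM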;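 note: 0% = DMSO alone and 100% = apelin-13 at 10 nM; some results filed as inactive read as strong as hits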
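system = engineered CHO-K1 APJ arrestin reporter cells | input = 1000 cells per well | timing = overnight seeding, 90 min compound at 25 °C, 1 h detection | measured by = enzyme-fragment complementation luminescence | read-out = beta-arrestin recruitment to APJ as agonist activity, luminescent signal | control set = negative DMSO alone, positive Apelin-13 at 10 nM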
Mdm2-MdmX inh – disrupts the human Mdm2-MdmX interaction; inhibition, % at 8 µM; SaOS-2 split-luciferase Mdm2/MdmX complementation, luminescence; hit rate 3% among 330,000; AID 485346;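 active = inhibition of at least 50% at 8 µM in the primary screen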
tim23-1 inh – tim23-1 yeast growth inhibition; S. cerevisiae tim23-1 growth, BacTiter-Glo luminescence, 24 h; inhibition, % at 20 µM; hit rate 1.3% among 330,000;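 active = growth inhibition of the mutant yeast at or above 50%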;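 note: temperature-sensitive mutant grown at 25 °C; plate controls were DMSO-treated mutant yeast for no effect and medium wells lacking yeast for full effect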
Starred values were filed as active, the others as inactive. These rows are one share of the data; count on the stated rates, not on these rows.

Sequence of screens: APJ antag | EBI2 antag | Mdm2-MdmX inh | APJ ag | CXCR6 inh | CCR6 antagonist | XBP1 UPR activ | tim23-1 inh | CHOP UPR activ
1) COc1ccc(C(=O)N2CCNC(=O)C2CC(=O)Nc2cc(Cl)ccc2OC)cc1 (configuration not stated)
    6.0 | -19.4 | -18.5 | -2.7 | 2.9 | 4.0 | 0.5 | 7.4 | -1.5
2) Cc1ccc(C(=O)N2CCSCC2)cc1
    15.2 | -16.6 | -9.6 | -2.1 | 6.1 | -3.2 | -0.2 | -0.7 | 1.3
3) O=C1c2cccc3cccc(c23)C(=O)N1Nc1ccccc1
    1.9 | -1.8 | 18.8 | 0.5 | -5.8 | 7.1 | 6.2 | -2.3 | -1.8
4) O=S(=O)(c1ccc(Br)cc1)c1nc(-c2ccccc2)oc1NCCN1CCOCC1
    0.3 | -2.9 | -7.3 | -4.1 | 6.1 | 24.9 | -3.3 | 23.3 | 1.9
5) CCCCc1ncc(CN2CCC(n3nccc3NC(=O)c3ccccc3OC)CC2)[nH]1
    -1.7 | -9.5 | 25.6 | -5.3 | -4.5 | 4.3 | -4.9 | 3.5 | -1.9
6) Cc1nn(C)cc1[C@@H]1C[C@H]2CN(Cc3cccc(Cl)c3)C(=O)[C@]23CCCN13
    -6.6 | -0.2 | 10.1 | -3.2 | 2.5 | -2.3 | 0.9 | 0.3 | -0.1
7) CN1C(=O)CC(n2c(CO)nc3ccccc32)C1=O (configuration not stated)
    -1.3 | 1.7 | -18.9 | -0.7 | -0.8 | -7.5 | -1.4 | 6.6 | 3.0
8) Cc1nn(C)c(Oc2ccccc2)c1CCNC(=O)C(C)(C)C
    9.8 | 3.3 | -10.3 | -2.2 | -13.8 | 2.6 | 0.8 | 13.9 | 0.6
9) CSCCC(NC(=O)c1ccccc1)C(=O)OCC(=O)N(C)CCC#N (configuration not stated)
    -17.3 | -5.3 | 13.7 | -2.8 | 0.3 | 5.3 | 0.1 | -0.7 | 0.8
10) CCOc1ccc(Br)cc1S(=O)(=O)Nc1cccc(S(=O)(=O)N(C)C)c1
    12.2 | -2.0 | -15.0 | 0.5 | -7.1 | 3.9 | -0.6 | 28.1 | 1.1
11) COCCNC(=O)/C(C#N)=C1\N=C(N)c2ccccc21
    8.6 | 2.6 | 10.2 | 1.6 | 3.4 | 12.9 | -0.8 | 8.4 | 4.2
12) Cc1ccc(C)c(NS(=O)(=O)c2cc(C(=O)NCc3ccncc3)ccc2C)c1
    -7.0 | -4.0 | 3.6 | -1.6 | -14.7 | 13.2 | -3.7 | -4.0 | 0.0
13) O=C(COC(=O)c1cc(S(=O)(=O)N2CCCCC2)ccc1Cl)NCc1ccco1
    2.1 | -5.4 | 9.2 | -3.2 | 7.6 | -35.5 | -1.2 | 10.4 | 0.1
14) CCC(CC)c1nn2c(N)c(/C=C3\C(C)=Nc4ccccc43)c(=O)nc2s1
    7.2 | -7.1 | 5.7 | 1.2 | -0.9 | 8.4 | -0.8 | 18.2 | 0.6
15) COC(=O)c1ccc2nc(C3CCCCC3)c3c(c2c1)CCC3
    -64.6 | 22.4 | -11.1 | -4.9 | -8.6 | 7.9 | -1.3 | 12.5 | 0.2
16) O=C(COC(=O)Cc1c[nH]c2ccccc12)NC1CCS(=O)(=O)C1 (configuration not stated)
    6.8 | -0.9 | 16.6 | 0.4 | 5.0 | 1.1 | 2.0 | 6.1 | 0.5
17) CCn1ncc(NC(=O)Nc2cccc(C(F)(F)F)c2)c1C(N)=O
    -10.7 | -3.7 | 18.4 | 6.0 | -9.2 | -3.0 | 4.1 | 3.3 | 8.2
18) Cc1ccc2occ(/C=C/C(=O)c3ccccc3O)c(=O)c2c1
    1.2 | 23.0 | 18.0 | 0.0 | 9.1 | 6.1 | 2.0 | 37.6 | 8.4
19) CC(=O)c1ccc(OCC(=O)Nc2ccccc2C(=O)NC2CC2)cc1
    -4.7 | -7.4 | -0.7 | 4.2 | 2.5 | 9.4 | -3.1 | 7.2 | -1.6
20) Cc1ccc(-n2nnnc2SCC(=O)NCCC2=CCCCC2)c(C)c1
    14.9 | 14.9 | 13.2 | -2.0 | 2.8 | 0.9 | -0.3 | 28.8 | -3.0
21) CCn1nc(C(=O)NNC(=O)c2ccccc2)c2ccccc2c1=O
    12.1 | 3.9 | -12.4 | -5.9 | 1.6 | 2.3 | 2.7 | 15.7 | 3.6
22) Cc1ccnc(N2C(=O)OC(C)(C)C2(C)O)c1 (configuration not stated)
    -13.3 | -6.1 | 2.4 | 0.0 | 0.8 | 2.6 | -0.9 | 2.3 | -2.5
23) COCC(=O)Nc1ccccc1C(=O)Nc1ccc(OC)cc1
    13.6 | 12.8 | 12.0 | -4.0 | 0.5 | 11.7 | -1.2 | 6.9 | 1.6
24) COC(=O)/C(C#N)=C/c1c(N2CCN(C)CC2)nc2ccccn2c1=O
    8.2 | -7.0 | -11.2 | -4.2 | 17.3 | 1.2 | -4.0 | 0.0 | -0.8
25) O=C(Nc1nnc(Cc2ccc(Cl)cc2)s1)c1cccs1
    -20.8 | 0.5 | 2.2 | -0.2 | -6.5 | 9.8 | 5.4 | -16.5 | 3.4
26) Cc1ccc(CNC(=O)CS(=O)Cc2nc(-c3ccccc3C)oc2C)cc1 (configuration not stated)
    19.4 | -1.0 | 7.4 | 3.3 | 2.7 | 11.9 | -3.1 | 14.0 | -0.7
27) CCC(=O)Nc1c(C(=O)N2CCCCCC2)cnn1-c1ccc(C)c(C)c1
    -30.3 | -4.8 | 25.4 | 1.1 | 3.0 | 0.0 | -1.3 | 22.0 | 1.3
28) O=C(Nc1cccnc1)C1(c2ccc(Cl)cc2)CCCC1
    -3.3 | 3.6 | 5.1 | -3.8 | 3.5 | -5.5 | -0.2 | 6.2 | -2.6
29) Cc1ccc(/C=C2\SC(=S)N(CCC(=O)Nc3cccnc3)C2=O)cc1
    1.9 | -0.5 | -22.3 | 2.3 | -4.6 | -0.6 | -1.7 | -2.4 | 2.1
30) Cc1ccc(O)c(C(=O)c2cc(C#N)c(=O)n(CC3CCCO3)c2)c1 (configuration not stated)
    9.3 | 18.9 | 12.9 | -4.9 | 2.6 | -15.0 | 1.1 | -10.9 | -0.7
31) O=C(Nc1nccs1)c1cccc(NC(=O)C(F)(F)F)c1
    -21.5 | -6.1 | 7.0 | -2.3 | -5.7 | 4.3 | -0.5 | -2.6 | 3.6
32) COc1ccc(N(CC(=O)N2CCOCC2)S(C)(=O)=O)cc1OC
    3.7 | -2.7 | -3.5 | -0.7 | -5.7 | -5.3 | 0.1 | 0.1 | -1.1
33) COC(=O)c1ccc(C(=O)N2CCCC(N3CCN(c4ccccc4)CC3)C2)nc1 (configuration not stated)
    3.4 | 7.2 | -9.9 | 2.1 | -0.6 | 10.2 | -5.9 | -9.9 | -1.5
34) O=C(/C=C/c1ccco1)NCCCN1CCN(CCCNC(=O)/C=C/c2ccco2)CC1
    3.9 | -0.4 | -1.7 | -2.7 | 6.3 | 2.5 | 0.1 | -10.8 | -1.6
35) Clc1ccc(C(c2ccccc2)N2CCNCC2)cc1 (configuration not stated)
    -1.0 | -7.3 | 61.8* | -2.4 | -5.0 | -0.8 | 0.2 | -7.3 | -0.1
36) O=[N+]([O-])c1ccc(NC(=S)N2CCN(c3ccccc3)CC2)cc1
    10.1 | 3.2 | 34.7 | 1.7 | -4.1 | 3.1 | -2.3 | 18.9 | 0.4
37) CC1CCN(C(=O)CSc2nnc(-c3cccs3)o2)CC1
    2.7 | -13.9 | 15.8 | -0.9 | -1.5 | -9.7 | 1.7 | 6.5 | 0.8
38) C=CCn1c(N2C(=O)CC(Cc3ccccc3)C2=O)nc2ccccc21 (configuration not stated)
    -0.5 | -1.7 | -3.4 | -1.8 | 14.3 | 18.6 | -0.1 | 11.3 | -0.7
39) COc1cccc(-c2nc(-c3ccccc3)no2)c1
    -3.2 | 19.7 | -233.7 | -2.8 | -1.5 | 10.5 | -1.5 | 7.9 | -2.0
40) O=C(Cc1ccc(Br)cc1)NCCN1CCOCC1
    4.2 | -6.8 | -0.2 | -1.3 | 7.6 | 11.9 | -1.0 | 1.2 | -0.6
41) CSc1nc(C)c(Cl)c(C)c1C#N
    3.7 | 1.4 | -7.9 | -1.3 | 7.7 | -9.2 | 0.1 | 2.5 | 1.0
42) C/C(=N/NS(=O)(=O)c1ccc(C(C)(C)C)cc1)c1ccc2c(c1)OCO2
    -12.6 | -14.6 | 14.7 | -6.3 | 8.8 | 11.4 | -2.2 | 49.9 | -2.5
43) Cc1ccnc(SCc2cn3c(C)cccc3n2)n1
    9.2 | 0.2 | -10.5 | -3.6 | -1.7 | -4.4 | 1.3 | -7.9 | 3.9
44) CN(CCOc1ccccc1)C(=O)CCc1nc2sc3c(c2c(=O)[nH]1)CCCC3
    -26.0 | 11.8 | 19.1 | 2.2 | -0.8 | -6.5 | -0.3 | 31.1 | 0.3
45) O=C(NCc1cccnc1)NC1(C(F)(F)F)Oc2ccc(Cl)cc2O1 (configuration not stated)
    -40.1 | -2.8 | -21.7 | 3.0 | 3.7 | 10.2 | 15.0 | 18.1 | 3.7
46) CCc1cc(=O)[nH]c(SCC(=O)N2CCOCC2)n1
    13.7 | -6.3 | 15.3 | 6.0 | -0.1 | 8.6 | -1.0 | 1.1 | 0.2
47) CN(C(=S)NC(=O)C1(C)CC1(Cl)Cl)c1ccccc1 (configuration not stated)
    1.6 | -17.9 | 16.6 | -4.7 | 3.9 | 6.3 | 0.1 | 13.4 | -0.8
48) O=C(NNc1nc2ccccc2s1)C1CC1
    -2.1 | -10.9 | 8.7 | 1.7 | -9.7 | -10.3 | 3.6 | -1.3 | 0.5
49) CC(C)n1c(CCC(=O)O)ccc1-c1ccccc1
    -7.4 | 1.6 | 18.9 | 0.4 | -1.8 | 4.9 | -2.8 | -8.1 | -3.1
50) CCc1c(C(=O)N2CCCN(C)CC2)csc1C
    22.2 | -0.8 | -3.8 | -3.5 | 4.5 | -3.6 | 1.1 | 3.4 | -0.3
51) Cc1ccccc1CC(=O)N1CCN(C(=O)C2CCCO2)CC1 (configuration not stated)
    9.4 | 1.8 | -0.4 | -6.0 | -0.6 | 6.4 | -0.4 | 8.4 | 2.9
52) Cc1cc(Oc2ccc(OCC(N)=O)nn2)nc(Cl)n1
    -5.4 | -4.9 | 5.1 | -1.5 | -0.6 | 8.2 | -2.2 | 9.2 | 0.0
53) O=C(O)c1ccc(Sc2nnc(-c3cccc(Br)c3)o2)c([N+](=O)[O-])c1
    -40.4 | 9.3 | -22.8 | 1.6 | 14.0 | 4.4 | 1.5 | 15.0 | 1.2
